From PubChem BioAssay
A350 autofl: compound fluoresces in the Alexa 350 spectral region. AID 590. max dye-equivalent concentration, M. Compound autofluorescence, 340/450 nm, Alexa 350 dye-equivalents; hits give high values. 59,000 tested, 11% active; in the data active = max dye-equivalent concentration above about 10 nM; inconclusive = mostly about 1.1 nM to 9.6 nM
CRE Fsk mod: CRE-bla signaling modulation under forskolin stimulation. 71,000 tested, 2.5% active. Potency, µM (highest dose often 38.2 µM), for inactives: at the top dose activity change, negative = inhibition, usual class: activators. CHO CRE-bla reporter (cAMP response element driving beta-lactamase), forskolin EC10, beta-lactamase ratio; active = well fitted activation curve with a large enough effect in the signal ratio, with a control signal flat, not every such curve was filed as active; inconclusive = small, poorly fitted or top-dose-only effect, or effect the other way, or a change in a side signal; the % refers to the signal ratio; also: potency is read from the fitted curve at half-maximal effect; % of control where 0% means no effect
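The 460nm/530nm emission ratio after CCF4 loading defined %Activity, from which AC50 values were obtained. CRE-bla CHO cells received compound dilution series together with an EC10 level of NKH 477 for 3 hours at 37 degrees Celsius.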
4-MU autofl: 4-MU region autofluorescence; compound autofluorescence, 340/450 nm, 4-MU equivalents; hits give high values; max dye-equivalent concentration, M; AID 589; 59,000 tested, 11% active; in the data active = max dye-equivalent concentration above about 10 nM; inconclusive = mostly about 1.1 nM to 9.6 nM
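Compounds in 100 mM Tris, pH 8.0, sat 15 min at room temperature before fluorescence was read at 340 nm excitation/450 nm emission; a per-plate six-point 4-MU standard curve converted signals to dye-equivalent concentration at each compound concentration.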
UbGFP stabilizer: inhibits proteasome, raising ubiquitin-GFP reporter fluorescence | Ubiquitin-GFP reporter cells, proteasome inhibition, GFP fluorescence; response scale: untreated = 0%, 10 µM MG-132 = 100% | Potency, µM (top dose mostly 45.9 µM), inactives show top-dose activation (GFP accumulation), usual class: activators | 67,000 tested, under 10 active; active = well fitted activation curve with a large enough effect, not every such curve was filed as active; inconclusive = small, poorly fitted or top-dose-only effect, or another doubt; inactive = no such curve, though single readings can be large or run the other way; also: potency is read from the fitted curve at half-maximal effect
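U2OS cells stably expressing ubiquitin(G76V)-GFP, seeded overnight in 0.5% FBS medium, were exposed to compounds (qHTS, 46 uM to 2.9 nM) for 4 hr at 37 °C. GFP-positive cells were counted by laser cytometry (488 ex/515 em), normalized between basal and 10 uM MG-132.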
GFP derepression: epigenetic GFP locus derepression in mouse cells; 68,000 tested, 0.09% active; mouse C127i GFP locus derepression, cytometry, 30 h; Potency, µM (doses to about 46.1 µM), for the others: at the top dose GFP derepression (activation); AID 597; also: % of control where 0% means no effect
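Murine C127i mammary cells carrying a silenced, stably integrated CMV-driven GFP reporter were treated with compound for 30 hours at 37 C. After PBS washes, GFP-positive cells were counted by laser-scanning microplate cytometry.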
HBB splicing: modulators of hemoglobin beta chain splicing; HBB splicing reporter cell assay, activation; EGFP reporter with mutant IVS2-654 intron; response scale: normalised to 500 nM splice-correcting PNA; 65,000 tested, 0.06% active; AID 925; Potency, µM (highest dose often 46.1 µM), for inactives: top-dose activation, hits mostly activators; also: potency is read from the fitted curve at half-maximal effect; 0% is about no effect
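HeLa cells stably expressing EGFP interrupted by mutant beta-globin intron 2 (IVS2-654), 500/well in 2% FCS. Treated with compound for 2 days at 37C. Splicing correction scored as total well GFP intensity (488 nm excitation, 500-520 nm emission); 500 nM antisense PNA served as control.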
BRCT inh red: inhibitors of human BRCA1 BRCT-phosphoprotein interaction (red fluorophore); 75,000 tested, 0.03% active; AID 892; Potency, µM (series often up to 76.9 µM), inactives show at the highest dose activity change, negative = inhibition, most hits filed as inhibitors; BRCT-phosphopeptide binding, red fluorescence polarization; also: % is scaled to controls: 0 for no effect and ±100 for the full control effect
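Rhodamine-labelled pBACH1 10-mer (100 nM) bound to BRCT domain (100 nM) at pH 7.3; compounds incubated 12 min room temperature, polarization read. Free peptide defines full inhibition; unlabelled decapeptide titrated as control.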
BRCT inh green: BRCA1 BRCT-phosphoprotein interaction inhibition. P38398. BRCA1 BRCT-phosphopeptide binding, green fluorescence polarization. Potency, µM (series often up to 76.9 µM), without a hit: top-dose activity change, negative = inhibition, usual class: inhibitors. 75,000 tested, 0.05% active;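 also: potency is read from the fitted curve at half-maximal effect; plate controls were peptide without protein for full effect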
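Fluorescence polarization: His-tagged BRCT (~35 kDa BRCA1 C-terminus, 250 nM) bound to 100 nM fluorescein-labeled phosphorylated 10-aa BACH1 peptide, pH 7.3 phosphate buffer with DTT and Tween 20. Compounds incubated 12 min at room temperature; inhibition read as lowered polarization.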
Hsp90 Hop PPI: changes Hsp90-Hop TPR2A binding signal, up or down; AlphaScreen TPR2A-His6 binding biotin-Hsp90 C-terminal peptide; Potency, µM (series often up to 57 µM), inactives show at the top dose activity change, negative = inhibition; 71,000 tested, 0.44% active; AID 595; active = well fitted curve in either direction with a large enough effect; inconclusive = small, poorly fitted or top-dose-only effect, or another doubt; also: potency is read from the fitted curve at half-maximal effect; % is scaled to controls: 0 for no effect and ±100 for the full control effect; many of its hits are not listed in these tables
ALOX15 inhib: inhibitors of human 15-lipoxygenase (ALOX15); P16050; 74,000 tested, 1.4% active; purified 15hLO-1, xylenol orange hydroperoxide absorbance; Potency, µM (titrated, usually from 57.1 µM), for inactives: at the top dose activity change, negative = inhibition, hits mostly inhibitors; also: potency is read from the fitted curve at half-maximal effect; % is scaled to controls: 0 for no effect and ±100 for the full control effect; nearly all actives have a fitted effect of over 55% in size
Target sequence (P16050 whole entry, looked up): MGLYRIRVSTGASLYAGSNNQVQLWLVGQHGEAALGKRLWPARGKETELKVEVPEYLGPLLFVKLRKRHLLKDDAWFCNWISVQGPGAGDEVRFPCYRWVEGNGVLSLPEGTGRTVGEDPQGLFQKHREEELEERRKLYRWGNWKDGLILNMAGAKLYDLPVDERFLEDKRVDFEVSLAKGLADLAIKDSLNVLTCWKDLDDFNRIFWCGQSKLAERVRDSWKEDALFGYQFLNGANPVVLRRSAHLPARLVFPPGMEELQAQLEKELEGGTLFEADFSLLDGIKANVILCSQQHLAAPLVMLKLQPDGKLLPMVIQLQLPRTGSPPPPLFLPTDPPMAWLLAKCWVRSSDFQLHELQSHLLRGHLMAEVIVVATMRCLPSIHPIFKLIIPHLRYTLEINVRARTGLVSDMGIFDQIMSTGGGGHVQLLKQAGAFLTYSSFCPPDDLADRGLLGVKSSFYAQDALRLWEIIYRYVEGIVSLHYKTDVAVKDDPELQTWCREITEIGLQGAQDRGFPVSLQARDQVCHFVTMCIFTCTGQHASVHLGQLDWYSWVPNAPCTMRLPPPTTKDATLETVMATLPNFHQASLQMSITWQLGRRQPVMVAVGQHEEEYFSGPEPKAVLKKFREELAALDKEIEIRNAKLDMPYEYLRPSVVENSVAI
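Readout: Fe(III)-xylenol orange absorbance, 573-to-405 nm ratio as reaction progress. Enzyme 40 nM purified human 15hLO-1, substrate 50 uM arachidonic acid, 6 min RT after 15 min compound preincubation; Hepes pH 7.5 buffer with Triton X-100.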
DNA Pol III inh: blocks replication by bacterial DNA polymerase III holoenzyme. reconstituted DNA polymerase III holoenzyme replication, biochemical. Potency, µM (highest dose often 57.1 µM), for the others: top-dose activity change, negative = inhibition. 71,000 tested, 0.25% active. AID 603; also: potency is read from the fitted curve at half-maximal effect; % is scaled to controls: 0 for no effect and ±100 for the full control effect
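Reconstituted *E. coli* holoenzyme (0.35 nM Pol III, 1 nM beta, 154 nM SSB, 2 nM primase) was preincubated with compound for 15 min at RT. Synthesis on 1.4 nM ssM13Gori ran 35 min, then was stopped with PicoGreen/EDTA and read as dsDNA fluorescence.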
Starred values were filed as active, the others as inactive; i = inactive; ? = inconclusive; . = no result given; & = joins results of further samples; ! = not confirmed by another sample; [ ] = remark or other dose. Unless noted, calls follow the shape of the dose curve; as a rule, active = well fitted curve in the direction sought with a large enough effect; inconclusive = small, poorly fitted or top-dose-only effect, or another doubt; inactive = no such curve, though single readings can be large; an effect the other way counts as inactive or inconclusive. Rows are unselected, and some 12% of all compounds hit somewhere here.

Below each compound – CRE Fsk mod	UbGFP stabilizer	HBB splicing	ALOX15 inhib	BRCT inh red	BRCT inh green	GFP derepression	DNA Pol III inh	A350 autofl	4-MU autofl	Hsp90 Hop PPI
O=S(=O)(NCC(c1cccnc1)N1CCOCC1)c1cccs1 (configuration not stated)
 : ?	-14%	-0.8%	-5%	-0.6%	0.0%	-2%	5%	i	i	-3%
O=C(Cn1c(=O)[nH]c2ccsc2c1=O)NC1CCCCCC1
 : 3%	-4%	-1.2%	-1%	0.8%	-2.2%	0%	0%	?	?	-1%
Cc1cc(C)n(CC(O)CN2c3ccccc3Sc3ccccc32)n1 (configuration not stated)
 : ?	-22%	-1.6%	-11%	1.1%	0.2%	5%	0%	.	.	-13%
O=C1C2C3C=CC(C3)C2C(=O)N1c1cccc(N2C(=O)C3C4C=CC(C4)C3C2=O)n1 (configuration not stated)
 : 8%	-1%	-3.8%	0%	-2.1%	-1.6%	-4%	-2%	.	.	-2%
CCN(CC)CCCNC(CC(=O)O)C(=O)O (configuration not stated)
 : -3%	10%	0.5%	-4%	-0.2%	-1.1%	4%	0%	i	i	-6%
Cc1noc(C)c1CSc1nc2ccccc2[nH]1
 : 6%	1%	8.3%	1%	0.4%	1.7%	3%	-4%	i	i	-5%
CCc1nnc(NC(=O)C(C)N2C(=O)C3C4C=CC(C4)C3C2=O)s1 (configuration not stated)
 : ?	-6%	2.8%	6%	-1.9%	-3.4%	4%	1%	i	i	-3%
O=C1CCc2cc(S(=O)(=O)N3CCCC3C(=O)N3CCN(c4ccccc4F)CC3)ccc2N1 (configuration not stated)
 : -6%	-9%	0.9%	-3%	-1.0%	-1.5%	.	2%	.	.	-4%[2.3 µM]
Cc1cc(C)nc(NS(=O)(=O)c2ccc(N)cc2)n1
 : 0%	-8%[20.5 µM]	0.2%	3%	-0.8%	-0.2%[3.08 µM]	-6%&0%[20.6 µM]	-3%	1.4e-07M*!	1.3e-07M*!	-2%
CCOc1ccc(C(=O)N2CCN(C(=O)c3ccco3)CC2)cc1OCC
 : ?	24%	1.1%	-5%	-0.6%	-1.3%	0%	-7%	?	i	-1%

Exported field by field: entries from further up
> O=C1C2C3C=CC(C3)C2C(=O)N1c1cccc(N2C(=O)C3C4C=CC(C4)C3C2=O)n1 (configuration not stated)
  CRE Fsk mod = 8% | UbGFP stabilizer = -1% | HBB splicing = -3.8% | ALOX15 inhib = 0% | BRCT inh red = -2.1% | BRCT inh green = -1.6% | GFP derepression = -4% | DNA Pol III inh = -2% | A350 autofl = . | 4-MU autofl = . | Hsp90 Hop PPI = -2%

> CCN(CC)CCCNC(CC(=O)O)C(=O)O (configuration not stated)
  CRE Fsk mod = -3% | UbGFP stabilizer = 10% | HBB splicing = 0.5% | ALOX15 inhib = -4% | BRCT inh red = -0.2% | BRCT inh green = -1.1% | GFP derepression = 4% | DNA Pol III inh = 0% | A350 autofl = i | 4-MU autofl = i | Hsp90 Hop PPI = -6%

> Cc1noc(C)c1CSc1nc2ccccc2[nH]1
  CRE Fsk mod = 6% | UbGFP stabilizer = 1% | HBB splicing = 8.3% | ALOX15 inhib = 1% | BRCT inh red = 0.4% | BRCT inh green = 1.7% | GFP derepression = 3% | DNA Pol III inh = -4% | A350 autofl = i | 4-MU autofl = i | Hsp90 Hop PPI = -5%

More records:
Below each compound – CRE Fsk mod	UbGFP stabilizer	HBB splicing	ALOX15 inhib	BRCT inh red	BRCT inh green	GFP derepression	DNA Pol III inh	A350 autofl	4-MU autofl	Hsp90 Hop PPI
CN(C(=O)CSc1nnc(NC2CCCCC2)s1)C1CCS(=O)(=O)C1 (configuration not stated)
 : ?	2%	-3.9%	-13%	0.8%	-2.0%	-1%	-4%	i	i	-5%
O=C(N1CCN(CCO)CC1)N1c2ccccc2C=Cc2ccccc21
 : ?	4%	-2.2%[1.84 µM]	0%	1.3%	1.0%	0%	4%	i	i	-1%
OC[C@@H]1O[C@@H](n2cnc3c(NC4CCCC4)ncnc32)[C@H](O)[C@H]1O
 : 7%	1%	.	-7%[25.6 µM]	-3.0%	-2.6%	-1%	-4%	.	.	-7%
O=C(O)CCSCc1ccc(I)cc1
 : 6%[7.6 µM]	-8%[9.17 µM]	-0.4%[9.22 µM]	4%[11.4 µM]	-0.9%[15.4 µM]	-1.7%[15.4 µM]	3%[9.22 µM]	-7%[11.4 µM]	i	i	3%[11 µM]
COc1cccc(N2CC(C)Cn3c2nc2c3c(=O)n(CCN3CCOCC3)c(=O)n2C)c1 (configuration not stated)
 : 12%	7%	0.7%	0%	0.8%	0.4%	3%	-4%	i	i	-3%
Cc1ccc(Cn2c(SCC(=O)Nc3cc(C)on3)nc3ccccc3c2=O)cc1
 : -1%	1%	-0.1%[57.5 µM]	8%	-0.6%	-1.5%	3%	?	i	i	1%
O=C(O)C1CC1c1ccc(Br)cc1 (configuration not stated)
 : ?	-7%	-4.7%	2%	0.2%	-0.5%	0%	-1%	i	i	-11%
Cc1cc(=O)[nH]c(SCC(=O)N2CCN(C(c3ccccc3)c3ccccc3)CC2)n1
 : -20%	3%	-0.8%	-9%	-1.4%	3.8%	-3%	-3%	i	i	-11%
Cc1cc(=O)[nH]c(SCC(=O)C23CC4CC(CC(C4)C2)C3)c1C#N
 : 6%	7%	-2.1%[57.5 µM]	-8%	-1.0%	-2.4%	3%	-1%	i	i	-5%
COc1ccc(S(=O)(=O)N(CCc2ccccc2)CC(=O)N2CCOCC2)cc1
 : -2%	-8%	0.8%	-12%	-1.4%	-2.1%	0%	-10%	.	.	-3%
O=C(NCCC1=CCCCC1)C1CCCN(S(=O)(=O)c2cccnc2)C1 (configuration not stated)
 : -6%	2%	-0.3%	-7%	-0.1%	-1.0%	.	0%	.	.	-1%[2.3 µM]
c1nnc2c3c4c(sc3ncn12)CCCC4
 : -15%	-8%	0.2%	12%	-1.9%	-1.3%	-3%	-11%	i	i	-3%
COc1ccc(N2CCN(C(=O)CSc3nnc4nc(C)cc(C)n34)CC2)cc1
 : ?	-2%	-3.6%	-4%	-1.1%	-0.3%	-1%	-16%	?	i	-4%
N#CC(c1nc2ccccc2nc1N1CCCCC1)S(=O)(=O)c1ccc(Cl)cc1 (configuration not stated)
 : 7%	13%	-1.7%	-2%	-0.6%	-1.2%	2%	-3%	1.5e-08M*	1.4e-08M*	-2%
COC(=O)Cn1c(C)c(C(C)=O)c(C(C)=O)c1C
 : -1%	-3%	.	-3%	-0.8%	-0.5%	1%	-5%	i	i	-2%
Cc1cc(C)c(N2C(=NC(=O)CCCC(=O)O)SC3CS(=O)(=O)CC32)c(C)c1 (configuration not stated)
 : -21%	3%	0.1%	6%	0.2%	0.9%	-3%	-4%	i	i	-3%
O=C(Cn1cnc2sc(-c3ccccc3)cc2c1=O)NCc1ccco1
 : ?	-2%	2.3%	?	-1.8%	-4.8%	-3%	-5%	?	i	-14%
C/C(Sc1nnc(Cc2ccccc2)o1)=C(/O)c1ccccc1
 : -15%	.	3.1%[0.369 µM]	-5%	0.1%	-1.0%	0%	-2%	i	i	-1%
CC(C)(C)C1=C(C#N)C(c2cc3c(cc2Br)OCO3)C(C#N)=C(N)O1 (configuration not stated)
 : -12%	.	2.2%[0.369 µM]	-4%	0.6%	-0.1%	3%	-3%	i	i	-3%
O=C(O)c1cnn(-c2ccccc2)c1-n1cccc1
 : -8%	2%	0.1%	-1%	0.3%	0.3%	.	5%	.	.	-2%
O=C(CN1C(=O)C2C3C=CC(C3)C2C1=O)NCCc1ccccc1 (configuration not stated)
 : -3%	-5%	1.4%	6%	-2.0%	-2.0%	0%	-1%	i	i	-2%
O=C(C1CCCN1C(=O)c1cccs1)N1CCc2ccccc21 (configuration not stated)
 : -20%	1%	-3.2%	2%	-0.7%	-0.9%	1%	-3%	i	i	-3%
CCOC(=O)c1cc2sccc2n1CC(=O)N1CCCc2ccccc21
 : -2%	4%	.	-15%	-1.3%	-0.4%	3%	-2%	i	i	0%
CCOc1ccc(C2CC(c3cccc(Cl)c3)n3nc(N)nc3N2)cc1 (configuration not stated)
 : -18%	0%	-0.1%	-1%	-0.9%	-0.3%	.	5%	.	.	-3%[2.3 µM]
O=C(Nc1ccccc1)C1CCN(c2nccs2)CC1
 : -10%	3%	-0.3%[57.5 µM]	-7%	-0.1%	-1.3%	-3%	0%	i	i	-3%
CCCn1c(C(O)c2ccc(OCC)cc2)nc2ccccc21 (configuration not stated)
 : -3%	2%	-0.1%	24%	-1.6%	-2.6%	.	-4%	.	.	0%
